Assay outcomes (PubChem BioAssay)
GSK3A inh – blockers of GSK3A enzyme activity – biochemical, luminescence, cell-free homogeneous, HTS, primary screen; AID 2650, 2010; 0.1% of 320,000 active; GSK-3 alpha kinase, ADP-Glo luminescence, 60 min; inhibition, % at 10 µM;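 in the data active = inhibition above about 50%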;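 note: GST-tagged GSK-3 alpha with peptide substrate and 25 µM ATP; 0% = DMSO neutral wells and 100% = GW8510 positive control wells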
Target sequence (P49840 whole entry, looked up): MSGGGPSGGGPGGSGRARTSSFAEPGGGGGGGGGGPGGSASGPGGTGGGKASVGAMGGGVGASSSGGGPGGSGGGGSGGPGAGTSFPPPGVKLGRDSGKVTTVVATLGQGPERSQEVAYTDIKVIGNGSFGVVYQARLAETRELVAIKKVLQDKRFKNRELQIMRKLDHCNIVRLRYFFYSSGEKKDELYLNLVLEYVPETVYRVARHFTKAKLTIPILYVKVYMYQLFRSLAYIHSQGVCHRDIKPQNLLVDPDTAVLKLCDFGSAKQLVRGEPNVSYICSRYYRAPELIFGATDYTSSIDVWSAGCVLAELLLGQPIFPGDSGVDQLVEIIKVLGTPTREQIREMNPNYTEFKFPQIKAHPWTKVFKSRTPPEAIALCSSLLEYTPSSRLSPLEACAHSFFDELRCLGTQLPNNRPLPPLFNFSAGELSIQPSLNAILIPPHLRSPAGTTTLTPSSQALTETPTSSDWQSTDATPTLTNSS
Dyrk1A ADPGlo – rat Dyrk1A kinase inhibitors, primary screen, biochemical, single point, plate reader; Dual specificity tyrosine-phosphorylation-regulated kinase 1A (Rattus norvegicus), Q63470; ADP-Glo luminescence, NFATc1 peptide; inhibition, % at 12.5 µM; 0.43% of 310,000 active; in the data active = inhibition above about 50%;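 note: plate controls were vehicle with enzyme for no effect and no enzyme for full effect; many of its hits are not listed in these tables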
HDAC3 inh – HDAC3 deacetylase inhibitors, primary screen, biochemical, fluorescence, cell-free homogeneous; Histone deacetylase 3 (Homo sapiens), O15379; recombinant HDAC3, fluorogenic peptide/trypsin coupled; inhibition, % at 8.3 µM; 0.15% of 320,000 active; AID 2718, 2010; in the data active = inhibition above about 26%, passing the limit was not always enough; inconclusive = no clear call, values can overlap the other calls
KCNK3 inh – human KCNK3 channel inhibitors, primary screen, CHO cells, FluxOR thallium flux, B-score; Potassium channel subfamily K member 3 (Homo sapiens), O14649; FluxOR fluorescence; active compounds read low; B-score at 10 µM; 0.84% of 340,000 active; AID 602410, 2012;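 active = B-score under library mean minus 4 SD, starting fluorescence ratio at most library mean plus 5 SD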;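 note: more negative B-score means stronger inhibition of thallium flux through KCNK3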
Target sequence (O14649 whole entry, looked up): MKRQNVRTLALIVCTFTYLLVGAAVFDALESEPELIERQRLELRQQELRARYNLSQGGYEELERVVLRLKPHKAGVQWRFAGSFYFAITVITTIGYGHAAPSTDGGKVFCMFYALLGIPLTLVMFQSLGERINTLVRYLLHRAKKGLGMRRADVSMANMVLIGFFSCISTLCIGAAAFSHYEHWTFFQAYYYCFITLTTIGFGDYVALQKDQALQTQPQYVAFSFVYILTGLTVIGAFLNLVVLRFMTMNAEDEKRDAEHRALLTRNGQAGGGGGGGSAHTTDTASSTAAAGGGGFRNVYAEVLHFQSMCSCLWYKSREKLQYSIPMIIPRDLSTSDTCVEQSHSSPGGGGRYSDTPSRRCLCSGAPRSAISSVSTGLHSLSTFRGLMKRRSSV
Active calls of the source: *; i = inactive; u = inconclusive. A portion of the library. The share of hits here may be higher or lower than overall.

entry	Compound	GSK3A inh	Dyrk1A ADPGlo	HDAC3 inh	KCNK3 inh
1	CON(C)C(=O)C[C@@H]1C[C@H](OC(=O)c2ccc([N+](=O)[O-])cc2)CN1C(=O)OC(C)(C)C	-2	-3	-3	i
2	CCOc1ccccc1OCC(=O)Nc1ccc2[nH]c(=O)[nH]c2c1	6	-5	2	i
3	CCOC(=O)C1CCCN(C(=O)COc2ccc(S(=O)(=O)N3CCOCC3)cc2)C1 (configuration not stated)	-2	-1	13	i
4	Cc1c(NC(=O)CN(C)CC(=O)Nc2ccc(F)c(F)c2F)c(=O)n(-c2ccccc2)n1C	-6	-4	8	i
5	O=C(NC[C@@H]1CCCO1)c1cccc2c1C(=O)c1ccc(Cl)cc1S2(=O)=O	-1	10	6	i
6	CN(C)S(=O)(=O)n1cnc([C@@H]2[C@H]3C(=O)OC[C@@H]3C[C@@]23N=CN(Cc2ccccc2)C3=O)c1	0	-6	-5	i
7	Cc1cnc(C(=O)OCC(=O)Nc2ccc(OCc3ccccc3)cc2)cn1	0	-3	-5	i
8	O=C(NCc1ccccn1)c1cccc(S(=O)(=O)N2CCc3ccccc32)c1	-1	3	-3	i
9	COC(C)(C)[C@@H](O)COc1c2ccoc2cc2oc(=O)ccc12	4	41	7	i
10	COC(=O)c1cc(OC)c(OC)cc1NC(=O)CSCc1c(C)noc1C	-1	-3	1	i
11	COc1ccc(C(CNC(=O)c2ccco2)N2CCOCC2)cc1 (configuration not stated)	0	3	-7	i
12	Cc1ccc(CC(=O)Nc2ccccc2N2CCOCC2)cc1C	1	3	1	i
13	CC1(C)CC2CC(C)(CN2C(=O)COC(=O)c2cncc(Br)c2)C1 (configuration not stated)	-7	-2	-6	i
14	Cc1ccc(C(=O)NCC(=O)N2CCCCCCC2)cc1	0	0	1	i
15	COc1ccc(/[N+]([O-])=C/c2ccco2)cc1	0	7	8	i

Compound profiles, from the list above. Order of values: GSK3A inh	Dyrk1A ADPGlo	HDAC3 inh	KCNK3 inh
`O=C(NCc1ccccn1)c1cccc(S(=O)(=O)N2CCc3ccccc32)c1` as listed: -1	3	-3	i
`CN(C)S(=O)(=O)n1cnc([C@@H]2[C@H]3C(=O)OC[C@@H]3C[C@@]23N=CN(Cc2ccccc2)C3=O)c1` as listed: 0	-6	-5	i
`CON(C)C(=O)C[C@@H]1C[C@H](OC(=O)c2ccc([N+](=O)[O-])cc2)CN1C(=O)OC(C)(C)C` as listed: -2	-3	-3	i
`COc1ccc(C(CNC(=O)c2ccco2)N2CCOCC2)cc1` (configuration not stated) as listed: 0	3	-7	i
`Cc1cnc(C(=O)OCC(=O)Nc2ccc(OCc3ccccc3)cc2)cn1` as listed: 0	-3	-5	i

(list continues)
entry	Compound	GSK3A inh	Dyrk1A ADPGlo	HDAC3 inh	KCNK3 inh
16	CCOC(=O)c1sc(NC(=O)CN2C(=O)NC3(CCC(C)CC3)C2=O)c(C(=O)OCC)c1C (configuration not stated)	-1	0	0	i
17	Cc1ccc(NC(=O)C(c2ccccc2)N2CCN(C(=O)c3ccco3)CC2)cc1 (configuration not stated)	-3	-3	-2	i
18	Cc1ccccc1NC(=O)COC(=O)c1ccc2nc(C)c(C)nc2c1	0	-3	5	i
19	C#CCOCCOCCOCCNc1nc(N2CCOCC2)nc(N2CCN(C(=O)[C@H](CCCCN)n3cc(CN)nn3)CC2)n1	-26	1	0	i
20	O=C1CCC(C(=O)OC(C(=O)Nc2ccc([N+](=O)[O-])cc2Br)c2ccccc2)=NN1 (configuration not stated)	-1	2	2	i
21	CCCN(CC(=O)Nc1cc(Cl)ccc1Cl)C(=O)c1ccc(N2CCCC2=O)cc1	-2	7	3	i
22	CCCCC/C=C/C1=CC(=O)C[C@H](c2ccc(Cl)cc2)C1	-3	3	6	i
23	O=C(Cn1nc(-c2ccccc2)oc1=O)OCC(=O)c1ccc(F)c(F)c1	-2	-2	5	i
24	C/C(=C\c1ccccc1F)C1Nc2cccc3cccc(c23)N1	1	-6	0	i
25	CC1=C(C/C=C(\C)CCCC(C)CCCC(C)CCCC(C)C)C(=O)c2ccccc2C1=O (configuration not stated)	-5	7	1	i
26	CC(C)(C)OC(=O)N[C@@H](Cc1ccccc1)C(=O)N[C@@H](CO)[C@H](O)[C@@H]1C[C@@H]1C(=O)NC1CCCCC1	-2	1	0	i
27	CN(C)c1ccc(S(=O)(=O)NCC(=O)OCC(=O)NC(=O)C2CCCCC2)cc1[N+](=O)[O-]	-9	5	-1	i
28	COC(=O)c1ccc(CNC(=O)COC(=O)/C=C/c2ccc(O)c(OC)c2)cc1	0	3	4	i
29	CC(NC(=O)C1CCN(C(=O)c2ccc(F)cc2)CC1)c1ccc(-n2ccnc2)cc1 (configuration not stated)	4	5	1	i
30	CC(=O)NC(c1cc(Cl)c2cccnc2c1O)C1CC1 (configuration not stated)	-2	-11	-4	i
31	Cc1ccc2c(c1)[C@H]1[C@H](CO2)[C@H](c2ccccc2)[C@]2(C)C(=O)N(CC3CCCO3)CC(=O)N12 (some centres not stated)	-4	-1	-10	i
32	COc1ccc2c(c1)[C@@H]1[C@H](CO2)[C@H](c2ccccc2)[C@]2(C)C(=O)NCC(=O)N12	-4	-3	17	i
33	CCc1ccccc1NC(=O)CN1CCN(C(=O)CNC(=O)Cc2cccc3ccccc23)CC1	4	-5	2	i
34	C#CCOCCOCCOCCNc1nc(N2CCN(C(=O)CCCCCCCCCCNC(=O)Cn3cc(C[C@@H](C)O)nn3)CC2)nc(N2CCN(C(=O)CCCCCCCCCCNC(=O)[C@@H]([C@H](C)CC)n3cc(CCCCCN)nn3)CC2)n1	15	-3	22	i
35	COc1ccc(C(=O)NNC(=O)c2ccc3ccccc3n2)cc1	1	-1	8	i
36	CC1CCCN(S(=O)(=O)c2ccc(NC(=O)C3CCN(C(=O)C(C)(C)C)CC3)cc2)C1 (configuration not stated)	-2	4	-1	i
37	O=C(Cc1ccc(Cl)cc1)Oc1cccc2cccnc12	-1	2	5	i
38	Cc1sc2ncnc(SCC(=O)Nc3ccc(S(=O)(=O)N4CCOCC4)cc3)c2c1C	0	-4	2	i
39	COc1ccc(C(=O)OCC(=O)NC2CC2)cc1OC	0	2	-2	i
40	C=CCn1c(=O)/c(=C/c2ccc(O)cc2)s/c1=C(/C#N)c1nnc2n1CCCCC2	0	1	4	i
41	CCOc1ccccc1OCCCC(=O)Nc1ccc(Cl)c(S(=O)(=O)N2CCOCC2)c1	11	8	0	i
42	C[C@H](CO)N1C[C@H](C)[C@@H](CN(C)S(=O)(=O)c2ccccc2)Oc2c(NC(=O)Nc3ccc(C(F)(F)F)cc3)cccc2C1=O	-6	12	u	i
43	NC(=O)c1ccsc1NC(=O)COC(=O)c1c(F)cccc1Cl	5	19	6	i
44	Cn1c(=O)c2c(nc(Br)n2CCSc2nc3ccccc3o2)n(C)c1=O	-2	3	0	i
45	CCCCCC(=O)Nc1ccc(S(=O)(=O)NC2=NCCCCC2)cc1	-1	6	-6	i
46	Cc1cc(Br)ccc1NC(=O)CN(C)C(=O)c1ccc(-n2cncn2)c([N+](=O)[O-])c1	-5	5	0	i
47	O=C(COC(=O)c1ccc(F)cc1F)NCc1ccc2c(c1)OCO2	-5	-2	-5	i
48	CN(CC(=O)Nc1ccc(Cl)cc1)C1=NS(=O)(=O)c2ccccc21	-2	-5	2	i
49	O=C(CSc1nnnn1-c1cccc(F)c1)NC1CCCCC1	-1	2	0	i
50	C=CCN1C(=O)C(CC(=O)O)S/C1=N/N=C/c1ccc(N(CC)CC)cc1 (configuration not stated)	-14	6	-4	i
51	CC(=O)C1=C(C)N(CC2CC2)C(=O)N[C@H]1c1cccs1	5	6	11	i
52	CCOc1ccc(N(C)S(=O)(=O)c2ccc(C)c(C(=O)NCc3cccs3)c2)cc1	-1	-6	6	i
53	CCC(C)(C)C1CCc2[nH]nc(C(=O)NC3CCCC3)c2C1 (configuration not stated)	-1	2	-4	i
54	COc1ccc(C2=CC(=O)C[C@H](c3ccc(F)cc3)C2)cc1OC	-1	4	1	i
55	C=CCn1c(C)cc(C(=O)CSc2nnc(C3CC3)n2C2CC2)c1C	1	-2	-3	i
56	COc1ccc(S(=O)(=O)N(C)C[C@H]2Oc3ccc(NC(=O)NC4CCCCC4)cc3C(=O)N([C@H](C)CO)C[C@@H]2C)cc1	-4	-1	2	i
57	COc1ccc(CNC(=O)C(NS(=O)(=O)c2ccc3c(c2)CCCN3C(C)=O)C(C)C)cc1 (configuration not stated)	0	1	-2	i
58	Cc1cccc(C)c1NC(=O)COC(=O)/C=C/c1ccc(S(=O)(=O)N2CCOCC2)cc1	0	0	1	i
59	C#CCOCCOCCOCCNc1nc(N2CCN(C(=O)[C@H](CCC(=O)O)n3cc([C@@H](N)[C@H](C)CC)nn3)CC2)nc(N2CCN(C(=O)[C@H](CCC(=O)O)n3cc([C@@H](N)CCSC)nn3)CC2)n1	-1	-1	1	i
60	Cc1ccc(NC(=O)COC(=O)c2ccc(Cl)nc2)cc1S(=O)(=O)N1CCCCC1	2	8	1	i
61	Cc1noc(/C=C/N(C)C)c1S(=O)(=O)N1CCCC(C(=O)NCc2ccc(Cl)cc2)C1 (configuration not stated)	1	4	-7	i
62	CCC/C(C#Cc1ccsc1)=C1/c2ccccc2C(=O)N1c1ccccc1	9	6	3	i
63	COc1ccc(C2=CC(=O)C[C@H](c3ccc(Cl)cc3)C2)cn1	-4	0	-9	i
64	COc1ccc(CNC(=O)Cn2cnc3c(OCc4ccccc4)ncnc32)cc1	-3	-2	5	i
65	COc1ccc(-c2c(-c3cc(OC)cc(OC)c3)n(C)c3ccc(-c4ccc(OC)nc4)cc23)cc1	-3	1	-11	i
66	Cc1cc(C)cc(NC(=O)CSc2nc3nc(C)cc(C)n3n2)c1	-1	-6	11	i
67	CC(C)NC(=O)N(C)C[C@H]1Oc2ccc(NS(=O)(=O)c3ccccc3)cc2C(=O)N([C@H](C)CO)C[C@H]1C	-1	3	-4	i
68	CCOP(=O)(OCC)c1ccc2c(c1)C(=O)c1ccccc1CC2	0	4	14	i
69	Cc1ccc(Nc2nnc(SCC(=O)c3c(N)n(C4CC4)c(=O)[nH]c3=O)s2)cc1C	-1	0	1	i
70	N#C/C(=C\c1cc2ccccc2nc1N1CCCCC1)C(N)=O	7	3	3	i
71	C=CCNc1oc(C2CCCC2)nc1C#N	0	-5	2	i
72	C=CC[C@H](CC(=O)NCCO)C(=O)N[C@H](COC(=O)[C@@H](CC=C)CC(=O)OC(C)(C)C)Cc1c[nH]c2ccccc12	0	-1	11	i
73	CSCCC(NS(=O)(=O)c1ccccc1F)C(=O)Nc1ccncc1 (configuration not stated)	1	12	0	i
74	N#CCC(=O)Nc1ccc(C(=O)OCC(=O)c2c[nH]c3ccccc23)cc1	-3	-1	11	i
75	Cc1cc(C(=O)NCCN2CCOCC2)c2ccccc2n1	0	17	1	i

Other records.
entry	Compound	GSK3A inh	Dyrk1A ADPGlo	HDAC3 inh	KCNK3 inh
76	CC1(c2cccc(Br)c2)NC(=O)N(CC(=O)Nc2ccc3c(c2)OCO3)C1=O (configuration not stated)	-4	7	0	i
77	C[C@H](CO)N1C[C@H](C)[C@@H](CN(C)C(=O)Nc2ccccc2)Oc2ccc(NS(=O)(=O)c3cn(C)cn3)cc2C1=O	0	5	2	i
78	c1ccc(CCc2cc3ccccc3[nH]2)cc1	-2	40	7	i
79	COc1ccc([C@H]2CC(=O)C=C(c3ccc(C)c4ccccc34)C2)cc1	3	13	-2	i
80	CCCn1c(=O)n(C)c(=O)c2c(SCC(=O)Nc3cc(C)on3)nc(C(C)(C)C)nc21	-4	-2	8	i
81	COc1cc(OC)c(C(=O)NNC(=O)c2ccccc2-n2cccc2)cc1OC	3	5	3	i
82	CCCOc1ccc(C(F)(F)F)cc1NC(=O)c1cc(C)on1	-1	4	-1	i
83	Cc1noc(C)c1NC(=O)N(C)C[C@@H]1Oc2ccc(NS(=O)(=O)c3c(C)noc3C)cc2C(=O)N([C@H](C)CO)C[C@H]1C	-4	1	3	i
84	Cc1ccsc1C(=O)NC1CCCCC1C (configuration not stated)	1	-1	7	i
85	CC(C)(C)n1ncc2c(=O)n(Cc3cc(F)c(Cl)cc3Cl)cnc21	-4	-9	-2	i
